ERK EGF block: inhibitors of EGF-stimulated ERK signaling pathway. HEK293-V1b, EGF-stimulated phospho-ERK AlphaScreen. hit rate 0.41% among 130,000. Potency, µM (series often up to 11.5 µM), for the others: top-dose activity change, negative = inhibition, most hits filed as inhibitors; active = well fitted inhibition curve with a large enough effect; inconclusive = small, poorly fitted or top-dose-only effect, or effect the other way;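 note: plate controls were stimulated vehicle wells for no effect and unstimulated vehicle basal for full effect; nearly all actives have a fitted effect of over 55% in size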
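EGF-stimulated (25 nM, 5 min) phospho-ERK in HEK293 cells stably expressing V1b, cells pretreated 30 min with compound at 37C. Homogeneous AlphaScreen read on lysates.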
* = called active by the depositor; u = inconclusive; [ ] = remark or other dose. Potency is the fitted concentration of half-maximal effect. Some of the compounds tested (hit frequency here may not be typical).

ERK EGF block,smiles
6%,CCS(=O)(=O)N1CCN(c2ccc(C(=O)NC3C4CC5CC(C4)CC3C5)cc2[N+](=O)[O-])CC1 (centres undefined)
-2%,COC(=O)C1=C(C)Nc2nnnn2C1c1cccnc1 (centres undefined)
20%,O=C(NCCc1ccccc1F)C1CCCN1S(=O)(=O)c1ccc2ccccc2c1 (centres undefined)
5%,CC1=NN(c2ccccc2)C(=O)/C1=C/c1c(O)n(-c2ccc(F)c(Cl)c2)[nH]c1=O
1%,CCCN(CCC)C(=O)Cn1c(=O)c2ccccc2n2c(=S)sc(-c3ccccc3C)c12
1%,O=S(=O)(NCc1ccccc1F)NCc1ccccc1F
0%,CNc1nc(-c2ccc3c(c2)CCN3C(=O)c2ccccc2F)c(C)s1
-9%,O=S(=O)(c1ccc2c(c1)OCCO2)N1CCN(c2nc(-c3cccnc3)nc3ccccc23)CC1
1%,Clc1cccc(Cl)c1Cn1nnc(-c2cccs2)n1
6%,N#CCSc1nnc(COc2ccccc2)n1-c1ccccc1
-11%,CSCCC(NC(=O)c1ccc(Br)cc1)C(=O)O (centres undefined)
-4%,O=[N+]([O-])c1cccc(/C=N/Nc2nc(NCc3ccccc3)nc(N3CCOCC3)n2)c1
-4%,c1ccc(Cc2nnc3n2N=C(c2ccccc2)CS3)cc1
-3%,COc1ccccc1N(C)S(=O)(=O)c1ccc(C(=O)OCC(=O)Nc2ccccc2F)cc1
-19%,CC(C(=O)NN=C(c1ccccc1)c1ccccc1)N1CCCC1 (centres undefined)
4%,COC(=O)Cn1c(C(F)(F)F)nc2ccccc21
-6%,CCCCC/C=C\C/C=C\C/C=C\CCCCCCC(=O)NCC(=O)O
-19%,Cc1ccc(-c2cc(C(=O)NN3CCOCC3)c3cc(Br)ccc3n2)o1
18%,CC(C)NC(=O)N1CCCC2(CCN(C(=O)c3cc(C(F)(F)F)cc(C(F)(F)F)c3)CC2)C1
11%,COc1ccccc1-c1cc(SC)c(C#N)c(=O)o1

(listing goes on)
ERK EGF block,smiles
-10%[57.5 µM],CSc1ncc(CN2CCN(C(C)C)C(CCO)C2)cn1 (centres undefined)
7%,O=c1o[nH]c(-c2ccccc2)c1C=Nc1ccc(Cl)cc1
-5%,O=C(Nc1ccc(Cl)c(Cl)c1)Nc1nnc(CC2=CCCCC2)s1
0%,Cc1ccc(CCCOC(=O)CN2CCCCC2)cc1
-10%,Cc1ccc([S+](=O)([O-])N(c2ccccc2)[S+](=O)([O-])C(F)(F)F)cc1
-4%,COc1ccc(C(=O)NNC(=O)CCn2nnc(-c3ccc(Cl)cc3)n2)cc1OC
-2%[57.5 µM],CC(=O)c1ccc(-c2ccc([C@H]3[C@@H]4C=CCC[C@@]4(C)C(=O)N3Cc3ccccc3)c(F)c2)cc1
4%,O=C(CNC(=O)c1ccccc1)N/N=C/c1ccc([N+](=O)[O-])s1
8%,CC(=O)Nc1cccc(C(=O)OCC(=O)NC(C)c2ccc(F)cc2)c1 (centres undefined)
3%,Clc1ccc(-c2csc(N/N=C/c3cccnc3)n2)c(Cl)c1
7%,O=C(NC1CCCC1)C(c1cc2c(cc1[N+](=O)[O-])OCO2)N1CCCC1 (centres undefined)
3%,COc1ccc(-c2ccccc2)cc1NCc1ccccc1C
-13%,CCCC(=O)c1ccc(N2CCCCC2)c(F)c1
4%[57.5 µM],O=C(Cn1c(=O)oc2cc(S(=O)(=O)N3CCCC3)ccc21)Nc1ccccc1Br
6%[57.5 µM],Cc1ccc(/C=N/n2c(-c3cccc(Cl)c3)n[nH]c2=S)o1
4%,Cc1ccc(NC(=O)CSc2nc3[nH]ncc3c(=O)[nH]2)cc1
-8%,Cc1cc(N2CCOCC2)ccc1/C=C1\NC(=O)N(Cc2ccccc2)C1=O
4%,Cc1c(O)c(=O)ccn1Cc1ccccc1
-1%,C/C(=C\c1ccccc1)C1NC(=O)c2c(sc3c2CCCC3)N1 (centres undefined)
11%[57.5 µM],COc1ccc(C(=O)N/C(=C/c2cccnc2)C(=O)N2CCOCC2)cc1OC

Remaining list, next part.
ERK EGF block,smiles
3%,Cc1cc2c(OCC(O)CN3CCCCC3)cccc2[nH]1 (centres undefined)
-16%,CCOC(=O)Cc1csc(NC(=O)CSc2nnc(-c3ccncc3)o2)n1
-3%,COc1ccc(COCC(O)CN(Cc2ccco2)Cc2ccccc2O)cc1 (centres undefined)
-1%,O=C(NCCN1CCOCC1)c1ccc(N2CCCC2)c([N+](=O)[O-])c1
1%,CCOC(=O)N1CCC(NC(=O)c2ccc(N3CCC4(CC3)OCCO4)c([N+](=O)[O-])c2)CC1
1%,CC(Sc1ccsc1[N+](=O)[O-])C(=O)NCc1ccco1 (centres undefined)
11%,COc1ccc(CCN2C(=S)N(C)C(=O)C2CC(=O)Nc2ccc(OC)cc2)cc1 (centres undefined)
1%[57.5 µM],CCOCCCNC(=O)C(c1ccccc1)N(Cc1cccs1)C(=O)c1ccccc1O (centres undefined)
-1%,CCO/N=C(\C)c1c(O)c(CC)c(-c2ccccc2)n(-c2ccccc2)c1=O
9%[57.5 µM],O=C(O)c1ccc2cccc(O)c2n1
-4%,COC(=O)c1ccc(NC(=S)NC(=O)c2c(Cl)cnn2C)cc1
3%,CCOC(=O)C1NN=C(C(=O)c2ccccc2)C1c1ccc(OC)cc1 (centres undefined)
3%,CCC(CC)C(=O)Nc1cccc(SC)c1
u,CCNc1ccc(Br)cc(C(=O)/C=C/c2c(Cl)cccc2Cl)c1=O
-4%,CCOCCCNC(=O)C(c1ccc(OC)cc1)N(Cc1cccs1)C(=O)c1ccccn1 (centres undefined)
6%,CCCCCCCCc1nc(=S)[nH][nH]1
-6%[57.5 µM],O=C(O)CC(CC(=O)Nc1ccccc1C(=O)O)c1ccccc1 (centres undefined)
7%,Cc1ccc(NC(=O)NCc2ccccn2)cc1
-4%,CSc1nc(O)c(/C=C2\C=Nc3ccccc32)[nH]1
-12%[57.5 µM],Cc1onc(-c2c(Cl)cccc2Cl)c1C(=O)ONC(=O)c1cc(C(F)(F)F)cc(C(F)(F)F)c1

An excerpt from above in order of the ERK EGF block value, rising.
ERK EGF block,smiles
-1%,CCO/N=C(\C)c1c(O)c(CC)c(-c2ccccc2)n(-c2ccccc2)c1=O
1%,CCOC(=O)N1CCC(NC(=O)c2ccc(N3CCC4(CC3)OCCO4)c([N+](=O)[O-])c2)CC1
3%,Cc1cc2c(OCC(O)CN3CCCCC3)cccc2[nH]1 (centres undefined)

(further entries)
ERK EGF block,smiles
2%,O=[N+]([O-])c1ccc2nc(-[n+]3c(-c4ccccc4)cc(-c4ccccc4)cc3-c3ccccc3)[nH]c2c1
2%,CN1CCN(c2ccc(S(=O)(=O)N3CCCCC3)cc2NC(=O)Cc2ccc(Cl)cc2)CC1
9%,O=C(O)/C=C/c1cnc[nH]1
-4%[57.5 µM],O=C(CSc1ccccn1)Nc1ccc2c(c1)OCCO2
1%,O=C(CSc1ccc(Cl)cc1)NC(=O)NCc1ccco1
3%[57.5 µM],O=S(=O)(CCSc1ccc(C(F)(F)F)cn1)c1ccccc1
-9%,CN(C)S(=O)(=O)c1cccc(C(=O)Nc2ccc(S(=O)(=O)N3CCCC3)cc2)c1
7%[57.5 µM],COC(=O)c1sc2nc(SCC(=O)N(C)c3ccccc3)n(N)c(=O)c2c1C
u,Cc1ccc(C(=O)NCCSc2c(C)[nH]c3ccccc23)cc1[N+](=O)[O-]
3%,O=C(CSc1nnc(-c2ccncc2)n1Cc1ccco1)Nc1nccs1
-17%[57.5 µM],Cc1ccccc1OCC(=O)N/N=C/c1sc(=O)n(Cc2cccc(C(=O)O)c2)c1Cl
1%[57.5 µM],N#CCc1ccc(Oc2ccc([N+](=O)[O-])cn2)cc1
-2%,O=C(O)CN1CCCCC1
-1%,Cc1cc(=O)n2ccsc2n1
0%,O=C(/C=C/N1CCN(Cc2ccccc2)CC1)C(F)(F)F
1%[57.5 µM],Cn1nnc2c[n+](CC(=O)c3ccc(Cl)cc3)cc(Br)c21
-16%,CCOC(=O)c1sc2nc(CC(C)C)c3c(c2c1N)CCC3
-10%,COc1ccccc1C1CC(=O)NC(C)=C1C(=O)OC(C)C (centres undefined)
-12%,CN(C)S(=O)(=O)c1ccc(N2CCCC2)c(C(=O)N2CCN(c3ccc([N+](=O)[O-])cc3)CC2)c1
-1%,O=C1C2CCCN2C(c2ccc(Cl)cc2)N1c1nccs1 (centres undefined)

More records follow.
ERK EGF block,smiles
-6%,CCOC(=O)C1CCN(C(=O)NS(=O)(=O)c2ccc(C)cc2)CC1
6%,Cc1ccc2nc(Cl)c(C3CC(c4cccs4)=NN3S(C)(=O)=O)cc2c1 (centres undefined)
4%,O=S(=O)(c1ccc(F)cc1)N1CCN=C1SCc1cccnc1
0%,CC1CN(C(=S)SCC(=O)c2ccc(Cl)cc2)CC(C)O1 (centres undefined)
11%,Cc1ccccc1-n1nnnc1SCC(=O)NCC1CCCO1 (centres undefined)
24%,CC(=O)c1ccc(-n2nncc2-c2ccc([N+](=O)[O-])cc2)cc1
7%,O=C(Nc1ccc(Cl)c([N+](=O)[O-])c1)ONC1=NCCCCC1
-2%,COc1c(Cl)cc(Cl)cc1/C=C/C(=O)c1ccc(NC(=O)c2cccs2)cc1
-3%,CN1CCN(c2ccc(NC(=O)c3ccc4c(c3)OCCO4)cc2)CC1
5%,C=CCc1cc(Cl)ccc1OCCN1CC(C)OC(C)C1 (centres undefined)
-6%,CC(=O)Nc1ccc(NS(=O)(=O)c2ccc(C)cc2)c([N+](=O)[O-])c1
21%,COC1C(O)C(CO)OC1n1cnc2c(=O)[nH]c(N)nc21 (centres undefined)
18%,COc1ccc(C)cc1N(C(=O)c1ccc(F)cc1)c1nc2ccccc2s1
11%,CC1CC(C)CN(C(=O)Cn2cc(C=O)c3ccccc32)C1 (centres undefined)
2%[57.5 µM],CC(=O)Nc1ccc(NC(=O)C(C)Sc2nnc(-c3cccs3)o2)cc1 (centres undefined)
3%[57.5 µM],CC(C)(C)c1ccc(NC(=S)NCCc2ccccn2)cc1
-3%[57.5 µM],CC(C)OP(=O)(OC(C)C)C(O)c1ccc(N(C)C)cc1 (centres undefined)
-22%[57.5 µM],CC(=O)Nc1ccc(NC(=O)CCC(=O)OCC(=O)c2ccc(C)c([N+](=O)[O-])c2)cc1
u,CC(C)S(=O)(=O)c1csc(NC(=O)Nc2cc(Cl)ccc2Cl)c1Cl
2%,Cc1ccc(/C=N/NC(=O)c2cc(C3CC3)nc3ccccc23)o1

Additional records follow.
ERK EGF block,smiles
-4%,Cc1ccc(NC(=S)N2CCSC2c2cccs2)cc1 (centres undefined)
-5%[57.5 µM],O=C(Cn1cnc2ccccc2c1=O)N/N=C/c1ccc(Br)cc1
2%,CC(C)(C)c1ccc(/C=C/C(=O)Nc2nncs2)cc1
-5%,CC1/C(=N/O)CC(c2ccccc2)N(C)C1c1ccccc1 (centres undefined)
-5%,CN1C(=O)/C(=C/c2ccccc2OCc2ccc(F)cc2)N(C)C1=S
-18%,N#C/C(=C(/O)COc1ccc(Cl)cc1)c1nc2ccccc2s1
-7%,COC(=O)c1ccc(CN2CCN(C3CCCCC3)C(CCO)C2)cc1 (centres undefined)
16%,CC(NC(=O)c1cccs1)C(c1cccs1)N1CCOCC1 (centres undefined)
-1%[57.5 µM],CCc1nn(C)c2c(=O)c(=O)c2n(C)[nH]1
3%,O=C(Nc1ccccc1-c1nnc(SCc2ccc(Cl)cc2Cl)o1)c1ccccc1
4%[57.5 µM],Cc1ccccc1Nc1nc(N)nc(CCl)n1
2%,COc1ccc(/C(C)=N/Nc2cc(C(F)(F)F)ccc2Cl)c(OC)c1
7%,Cc1cc(C(=O)N/N=C/c2sccc2C)no1
11%,Cc1ccc(NC(=S)N=Nc2c(O)[nH]c3ccccc23)cc1
-6%,O=C(COC(=O)CCCOc1ccc(Cl)cc1Cl)NCc1ccc(F)cc1
-7%,COCCNC(=O)CCCn1c(=O)c2cc(OC)c(OC)cc2n(CC(=O)Nc2ccccc2OC)c1=O
1%,CC(Oc1ccccc1)C(=O)NNC(=O)c1cccs1 (centres undefined)
9%,O=C(CSc1nnc(-c2ccc3c(c2)OCO3)o1)Nc1ncc(Cl)cc1Cl
-4%,O=c1cc(-c2ccc(O)cc2)oc2cccc(O)c12
0%,O=C(N/N=C/c1ccccc1O)C1(O)c2ccccc2-c2ccccc21

Molecules listed so far that contain an NH in an aromatic ring (13):
ERK EGF block,smiles
5%,CC1=NN(c2ccccc2)C(=O)/C1=C/c1c(O)n(-c2ccc(F)c(Cl)c2)[nH]c1=O
7%,O=c1o[nH]c(-c2ccccc2)c1C=Nc1ccc(Cl)cc1
6%[57.5 µM],Cc1ccc(/C=N/n2c(-c3cccc(Cl)c3)n[nH]c2=S)o1
4%,Cc1ccc(NC(=O)CSc2nc3[nH]ncc3c(=O)[nH]2)cc1
3%,Cc1cc2c(OCC(O)CN3CCCCC3)cccc2[nH]1 (centres undefined)
6%,CCCCCCCCc1nc(=S)[nH][nH]1
-4%,CSc1nc(O)c(/C=C2\C=Nc3ccccc32)[nH]1
2%,O=[N+]([O-])c1ccc2nc(-[n+]3c(-c4ccccc4)cc(-c4ccccc4)cc3-c3ccccc3)[nH]c2c1
9%,O=C(O)/C=C/c1cnc[nH]1
u,Cc1ccc(C(=O)NCCSc2c(C)[nH]c3ccccc23)cc1[N+](=O)[O-]
21%,COC1C(O)C(CO)OC1n1cnc2c(=O)[nH]c(N)nc21 (centres undefined)
-1%[57.5 µM],CCc1nn(C)c2c(=O)c(=O)c2n(C)[nH]1
11%,Cc1ccc(NC(=S)N=Nc2c(O)[nH]c3ccccc23)cc1

Next records follow:
ERK EGF block,smiles
2%,Cc1sc2ncnc(OCC(=O)NC(C)C(C)C)c2c1C (centres undefined)
-3%,Cc1cc(C)c(S(=O)(=O)c2ccccc2Cl)c(Cl)n1
9%,CC1CCN(S(=O)(=O)c2ccc3c(c2)N(CC(=O)NCc2cccnc2)C(=O)CS3)CC1
-6%[57.5 µM],C#CCNC(=O)C1=C[C@H](c2cn(C(C)=O)c3ccccc23)[C@@H](CCCO)[C@H](OCC)O1
-2%,CCc1ccc(CN(C)C(=O)c2cc(COc3c(F)cccc3F)on2)cc1

Screening results (PubChem BioAssay)
